CYP2C19 inh: human CYP2C19 inhibition; P33261; CYP2C19 Supersomes, luciferin-H EGE luminescence, 30 min; inhibition, % at 5 µM; 21% of 96,000 active;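 active = CYP2C19 inhibition above a set limit at 5 µM in the primary screen, cut at about 50% in these data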;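 note: plate controls were negative control wells for no effect and 2.5 mM tranylcypromine positive control for full effect; values of inactives mirror those of a sister screen read the other way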
MT1-MMP txn act: MT1-MMP promoter transcription activation | AID 750 | 0.16% of 86,000 active | activation factor at 10 µM | HT1080 MT1-MMP promoter luciferase reporter, luminescence, overnight; hits give high values;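 active = activation factor of at least 2 for MT1-MMP transcription at 10 µM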
CD11b adhes inh: blocks human CD11b/CD18 adhesion to fibrinogen. P05107+P11215. K562 CD11b/CD18 adhesion to fibrinogen, ATPlite luminescence; Mn2+ added to activate the integrin. inhibition, % at 10 µM. 0.54% of 93,000 active. AID 1497;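 active = primary inhibition of 50% or more at 10 µM, then 40% or more on retest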; note: some results filed as inactive read as strong as hits
PTK2B oligo ant: Pyk2 (human) oligomerization antagonism; AID 1347419; z-score (the deposit names both 25 µM and 10 µM); 0.83% of 99,000 active; Q14289; Q293 cells, Pyk2 FERM NanoBiT luminescence; hits give low values;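 active = Z-score of -3 or lower, scaled per plate to the spread of control and sample wells; inactive = z-score above -3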;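 note: negative z-score means lost luminescence so less FERM oligomerization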
CYP2C19 act: cytochrome P450 2C19 (human) activation; activation factor at 5 µM; recombinant CYP2C19, luciferin-H EGE luminescence; hits give high values; 0 = fully inhibited enzyme, 1 = untreated enzyme; P33261; 96,000 tested, under 10 active;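 active = activation factor of at least 2 at 5 µM in the primary screen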;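 note: 0 = wells with 2.5 mM tranylcypromine and 1 = vehicle-only wells; values of inactives mirror those of a sister screen read the other way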
PLAP act: activators of human placental alkaline phosphatase; activation fold at 20 µM; P05187; 1.2% of 96,000 active; purified PLAP enzyme, luminescent substrate read-out; hits give high values; in the data active = activation fold above about 2
Target sequence (P05187 whole entry, looked up): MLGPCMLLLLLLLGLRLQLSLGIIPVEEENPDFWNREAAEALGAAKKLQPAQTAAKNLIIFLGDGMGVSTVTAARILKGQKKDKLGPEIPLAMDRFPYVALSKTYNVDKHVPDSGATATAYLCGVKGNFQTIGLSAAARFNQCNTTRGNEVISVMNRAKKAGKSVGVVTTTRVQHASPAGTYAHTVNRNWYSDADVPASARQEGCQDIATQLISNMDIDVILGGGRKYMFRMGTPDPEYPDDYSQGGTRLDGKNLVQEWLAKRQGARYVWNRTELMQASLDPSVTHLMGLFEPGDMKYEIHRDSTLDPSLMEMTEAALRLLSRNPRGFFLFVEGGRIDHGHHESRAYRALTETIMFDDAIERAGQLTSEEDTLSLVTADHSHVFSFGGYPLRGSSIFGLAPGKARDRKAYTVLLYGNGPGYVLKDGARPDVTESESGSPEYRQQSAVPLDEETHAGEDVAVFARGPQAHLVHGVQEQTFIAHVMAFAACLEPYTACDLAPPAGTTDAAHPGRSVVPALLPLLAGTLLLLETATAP
CD11b adhes enh: CD11b/CD18-fibrinogen binding enhancement. P05107+P11215. K562 CD11b/CD18 adhesion to fibrinogen, ATPlite luminescence. activation, % at 10 µM. 0.07% of 93,000 active. AID 1499;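 active = 10 µM primary screen giving 50% or more activity, confirmed by 40% or more on retest at that dose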; note: strong numbers were not always called active; reference of the scale not given here
CYP2C9 inhib: blocks human cytochrome P450 2C9; CYP2C9 Supersomes, luciferin-H conversion, luminescence; inhibition, % at 5 µM; 20% of 96,000 active; AID 777;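 active = blocking of liver enzyme CYP2C9 beyond about 50% at 5 µM, limit read from the data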; note: values of inactives mirror those of a sister screen read the other way
CYP2C9 activ: increases human cytochrome P450 2C9 activity | P11712 | activation factor at 5 µM | 1.4% of 96,000 active | recombinant CYP2C9, luciferin-H conversion, luminescence; hits give high values; factor 1 = untreated enzyme, 0 = blocked;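 active = activation factor of 2 or more for CYP2C9 at a 5 µM dose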;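 note: 0 = sulfaphenazole-blocked wells and 1 = vehicle-only wells; values of inactives mirror those of a sister screen read the other way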
* marks the source's active call; other numbers are inactive results; / = not tested or not shown.

| cpd | molecule | CYP2C19 inh | MT1-MMP txn act | CD11b adhes inh | PTK2B oligo ant | CYP2C19 act |
| --- | --- | --- | --- | --- | --- | --- |
| 1 | N#Cc1ccc(CSc2nnc(-c3cccc(S(=O)(=O)N4CCCCC4)c3)o2)cc1 | 20 | 1.2 | 9 | 0.98 | 0.8 |
| 2 | COc1cccc(/C=N/NC(=O)c2c(-c3ccccc3)noc2C)c1O | 23 | / | / | -0.61 | 0.8 |
| 3 | Cn1c(CS(=O)Cc2c(Cl)cccc2Cl)nnc1SCc1ccc(Cl)cc1 (centres undefined) | 19 | / | 1 | -0.8 | 0.8 |
| 4 | COc1ccc(C2=Nc3ccccc3OC2)cc1 | 70* | / | 36 | 0.36 | 0.3 |
| 5 | CCOC(=O)C1C2C=CC3(CN(Cc4cccs4)C(=O)C13)O2 (centres undefined) | 15 | 1.1 | -17 | -0.02 | 0.8 |
| 6 | c1ccc(Oc2cccc(CN3CCCCC3)c2)cc1 | 50* | 1.2 | -6 | 0.22 | 0.5 |
| 7 | O=C1CCC(C(=O)O)(c2ccccc2)C1 (centres undefined) | -16 | 1.1 | 1 | / | 1.2 |
| 8 | Cc1ccc(C(C)C)c(OCc2nnc(SCC(=O)Nc3nccs3)n2C)c1 | 17 | 1.1 | -26 | -0.55 | 0.8 |
| 9 | COc1ccc(/C=N/n2cncn2)cc1CSc1ccccn1 | 83* | 1 | -5 | 1 | 0.2 |
| 10 | COc1ccc(OC)c(NC2=NC3(CCCC3)N=C(N)N2)c1 | -12 | 1.2 | 12 | 1.2 | 1.1 |
| 11 | CCCNC(=O)N[C@@H](Cc1ccccc1)C(=O)OC | 10 | 1.2 | -26 | 0.71 | 0.9 |
| 12 | CCC(=O)Nc1ccc(NC(=O)Cc2ccccc2)cn1 | 8 | 1.2 | -4 | -0.35 | 0.9 |
| 13 | COc1ccc(C(=O)Nc2cccc(C(=O)N3CCCC3)c2)cc1 | 2 | 1.1 | -7 | 0.26 | 1 |
| 14 | CC(=O)c1c(C)oc(C)c1CSCc1ccc(C(=O)O)o1 | 3 | 1.1 | -38 | 0.51 | 1 |
| 15 | OC1CCCN(Cc2ccc3ccc4cccc5ccc2c3c45)C1 (centres undefined) | 19 | 1.2 | / | 0.13 | 0.8 |

| cpd | PLAP act | CD11b adhes enh | CYP2C9 inhib | CYP2C9 activ |
| --- | --- | --- | --- | --- |
| 1 | 0.9 | 0 | 19 | 0.8 |
| 2 | 2.2* | / | 16 | 0.8 |
| 3 | 1 | -3 | 19 | 0.8 |
| 4 | 1.4 | -3 | 58* | 0.4 |
| 5 | 0.8 | 1 | -24 | 1.2 |
| 6 | 0.9 | 2 | -8 | 1.1 |
| 7 | 1 | 3 | -4 | 1 |
| 8 | 0.9 | 7 | 4 | 1 |
| 9 | 0.7 | -5 | 35 | 0.6 |
| 10 | 1.2 | 1 | -26 | 1.3 |
| 11 | 0.9 | -4 | -5 | 1.1 |
| 12 | 0.9 | -1 | 6 | 0.9 |
| 13 | 1 | 33 | 14 | 0.9 |
| 14 | 1.5 | 1 | 2 | 1 |
| 15 | 1.4 | / | -11 | 1.1 |

Next compounds
| cpd | molecule | CYP2C19 inh | MT1-MMP txn act | CD11b adhes inh | PTK2B oligo ant | CYP2C19 act |
| --- | --- | --- | --- | --- | --- | --- |
| 16 | CCOC(=O)Nc1ccc(S(=O)(=O)Nc2nccc(C)n2)cc1 | -9 | 1.1 | -12 | 0.56 | 1.1 |
| 17 | CN1CCN(c2nc(-c3ccccc3)cc(C(F)(F)F)n2)CC1 | 50* | 1 | / | -1.1 | 0.5 |
| 18 | CCn1c(C)cc(=S)c2ccccc21 | 4 | 1.1 | -31 | 0.69 | 1 |
| 19 | O=C(O)C1CCCN1C(=O)OCc1ccccc1 (centres undefined) | -5 | 1.3 | / | -0.21 | 1 |
| 20 | COc1ccc(N2CCCn3c2nc2c3c(=O)n(CCN3CCOCC3)c(=O)n2C)cc1 | 6 | 1 | -8 | 0.1 | 0.9 |
| 21 | O=C(CN1CCN(C2CCCCC2)CC1)Nc1ccccc1-c1ccccc1 | 27 | 1.1 | -53 | 3 | 0.7 |
| 22 | NC(=O)c1c(NC(=O)CN2C(=O)CCC2=O)sc2c1CCCCC2 | -1 | 1.2 | -9 | / | 1 |
| 23 | Cc1ccc(S(=O)(=O)N(CCC#N)CCN2CCCC2)cc1 | 13 | 1.2 | -7 | 0.94 | 0.9 |
| 24 | CC(C)c1nc2ccc(NC(=O)C34CC5CC(CC(C5)C3)C4)cc2[nH]1 | 20 | 1.3 | -2 | 0.08 | 0.8 |
| 25 | CCCc1cc(=O)[nH]c(SCC(=O)N(CC)Cc2ccccc2)n1 | 12 | 0.9 | -11 | -0.69 | 0.9 |
| 26 | CCn1c(SCC(=O)c2ccccc2)nnc1-c1cccs1 | 69* | 1.6 | / | -0.32 | 0.3 |

| cpd | PLAP act | CD11b adhes enh | CYP2C9 inhib | CYP2C9 activ |
| --- | --- | --- | --- | --- |
| 16 | 1 | -4 | 24 | 0.8 |
| 17 | 1.1 | / | -10 | 1.1 |
| 18 | 0.9 | 7 | 1 | 1 |
| 19 | 1 | / | -1 | 1 |
| 20 | 1.2 | -3 | -16 | 1.2 |
| 21 | 1.7 | -2 | 0 | 1 |
| 22 | 1.1 | -3 | 8 | 0.9 |
| 23 | 1.5 | -5 | 8 | 0.9 |
| 24 | 2* | -4 | 31 | 0.7 |
| 25 | 1.1 | -1 | 22 | 0.8 |
| 26 | 0.9 | / | 16 | 0.8 |

Compounds 12 to 23 from above:
| cpd | molecule | CYP2C19 inh | MT1-MMP txn act | CD11b adhes inh | PTK2B oligo ant | CYP2C19 act |
| --- | --- | --- | --- | --- | --- | --- |
| 12 | CCC(=O)Nc1ccc(NC(=O)Cc2ccccc2)cn1 | 8 | 1.2 | -4 | -0.35 | 0.9 |
| 13 | COc1ccc(C(=O)Nc2cccc(C(=O)N3CCCC3)c2)cc1 | 2 | 1.1 | -7 | 0.26 | 1 |
| 14 | CC(=O)c1c(C)oc(C)c1CSCc1ccc(C(=O)O)o1 | 3 | 1.1 | -38 | 0.51 | 1 |
| 15 | OC1CCCN(Cc2ccc3ccc4cccc5ccc2c3c45)C1 (centres undefined) | 19 | 1.2 | / | 0.13 | 0.8 |
| 16 | CCOC(=O)Nc1ccc(S(=O)(=O)Nc2nccc(C)n2)cc1 | -9 | 1.1 | -12 | 0.56 | 1.1 |
| 17 | CN1CCN(c2nc(-c3ccccc3)cc(C(F)(F)F)n2)CC1 | 50* | 1 | / | -1.1 | 0.5 |
| 18 | CCn1c(C)cc(=S)c2ccccc21 | 4 | 1.1 | -31 | 0.69 | 1 |
| 19 | O=C(O)C1CCCN1C(=O)OCc1ccccc1 (centres undefined) | -5 | 1.3 | / | -0.21 | 1 |
| 20 | COc1ccc(N2CCCn3c2nc2c3c(=O)n(CCN3CCOCC3)c(=O)n2C)cc1 | 6 | 1 | -8 | 0.1 | 0.9 |
| 21 | O=C(CN1CCN(C2CCCCC2)CC1)Nc1ccccc1-c1ccccc1 | 27 | 1.1 | -53 | 3 | 0.7 |
| 22 | NC(=O)c1c(NC(=O)CN2C(=O)CCC2=O)sc2c1CCCCC2 | -1 | 1.2 | -9 | / | 1 |
| 23 | Cc1ccc(S(=O)(=O)N(CCC#N)CCN2CCCC2)cc1 | 13 | 1.2 | -7 | 0.94 | 0.9 |

| cpd | PLAP act | CD11b adhes enh | CYP2C9 inhib | CYP2C9 activ |
| --- | --- | --- | --- | --- |
| 12 | 0.9 | -1 | 6 | 0.9 |
| 13 | 1 | 33 | 14 | 0.9 |
| 14 | 1.5 | 1 | 2 | 1 |
| 15 | 1.4 | / | -11 | 1.1 |
| 16 | 1 | -4 | 24 | 0.8 |
| 17 | 1.1 | / | -10 | 1.1 |
| 18 | 0.9 | 7 | 1 | 1 |
| 19 | 1 | / | -1 | 1 |
| 20 | 1.2 | -3 | -16 | 1.2 |
| 21 | 1.7 | -2 | 0 | 1 |
| 22 | 1.1 | -3 | 8 | 0.9 |
| 23 | 1.5 | -5 | 8 | 0.9 |

The order is random; overall some 31% were active at least once.
